a7 integrin act = integrin-mediated muscular dystrophy alleviation activation; Potency, µM (doses to about 38.3 µM), inactives show top-dose activation, actives largely listed as activators; alpha7betagal myoblasts, beta-gal FDG fluorescence, 48 h; AID 624291; hit rate 0.064% among 350,000;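 further: potency means the concentration at half of the fitted maximal effect; 100% = response of the positive control SU9516; nearly all actives have a fitted effect of over 60% in size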
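Alpha7betagal+/- myoblasts (passage 13) were plated 16-24 hr, then exposed to compounds (1:260 dilution of DMSO stock) for 48 hours at 37C. After MPER lysis, β-galactosidase reporter activity was read as FDG fluorescence (ex 480/em 540) after 30 minutes.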
Eya2 phos inh = Eya2 (human) phosphatase inhibition; O00167; recombinant Eya2, OMFP fluorescence dephosphorylation (OMFP is methylfluorescein phosphate); Potency, µM (titrated, usually from 76.9 µM), without a hit: at the highest dose activity, negative = inhibition, hits mostly inhibitors; hit rate 0.006% among 330,000; further: potency means the concentration at half of the fitted maximal effect; on the % scale 0 is the no-effect control and ±100 the full control effect
Target sequence (O00167 whole entry, looked up): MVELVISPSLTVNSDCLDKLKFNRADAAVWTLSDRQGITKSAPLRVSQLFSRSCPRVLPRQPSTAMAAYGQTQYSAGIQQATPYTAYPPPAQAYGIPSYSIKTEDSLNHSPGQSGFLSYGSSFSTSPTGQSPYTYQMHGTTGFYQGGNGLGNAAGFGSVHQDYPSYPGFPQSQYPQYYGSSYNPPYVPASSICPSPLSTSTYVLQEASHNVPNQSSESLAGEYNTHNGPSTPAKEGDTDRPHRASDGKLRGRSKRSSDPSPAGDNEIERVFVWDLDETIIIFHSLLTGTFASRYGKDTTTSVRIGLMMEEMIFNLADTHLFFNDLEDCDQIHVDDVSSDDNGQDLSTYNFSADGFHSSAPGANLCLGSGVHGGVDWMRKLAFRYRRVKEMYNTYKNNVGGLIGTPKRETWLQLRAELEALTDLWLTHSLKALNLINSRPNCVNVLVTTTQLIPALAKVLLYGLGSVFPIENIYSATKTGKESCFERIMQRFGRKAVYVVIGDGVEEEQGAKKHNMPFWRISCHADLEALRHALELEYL
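Eya2 (0.2 uM) preincubated 10 min at ambient with compound, then OMFP substrate added at 50 uM; 10 min reaction in 50 mM HEPES pH 7.5, 50 mM NaCl, 5 uM MgCl2, 0.05% BSA, 1 mM DTT. Fluorescence read at Ex 485/Em 525 nm.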
Tb PFK inh = blocks T. brucei phosphofructokinase. hit rate 0.17% among 330,000. O15648. T. brucei PFK, ADP-Glo luminescence. Potency, µM (series often up to 57.5 µM), inactives show at the top dose activity, negative = inhibition, most hits filed as inhibitors;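 further: potency means the concentration at half of the fitted maximal effect; 0% = uninhibited 1x PFK enzyme wells and -100% = no-enzyme wells; nearly all actives have a fitted effect of over 60% in size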
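Compounds were pin-transferred as a titration series up to 57 uM into substrate buffer (0.5 mM F6P, 0.1 mM ATP, pH 8.0), then 1.25 nM PFK was added and reactions ran 45 min before ADP-Glo detection.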
TSHR antag = antagonists of human thyroid stimulating hormone receptor | P16473 | TSHR-expressing cells, TSH-stimulated cAMP HTRF, 2 h; hits give low values | activity change, negative = inhibition, % at 11.5 µM | hit rate 0.2% among 330,000 | AID 504810;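 active means activity change below a set negative limit, meaning inhibition stronger than a set level, cut at about -70% in these data; inconclusive means activity change between two set negative limits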; further: on the % scale 0 is the no-effect control and ±100 the full control effect
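Read-out is FRET at 665 nm (cryptate excitation 337 nm) from a cryptate-tagged anti-cAMP antibody, competed by cell cAMP against cAMP-d2. Compounds are tested on freshly harvested TSHR cells challenged with 4nM TSH (EC80) for 2 hours at 37 deg C.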
ELG1 DNA repair = ELG1-dependent DNA repair inhibition; HEK293T ELG1-luciferase reporter, luminescence, 16 h; DNA damage induced by 5-fluorouridine; hit rate 2.3% among 330,000; Potency, µM (doses to about 46.1 µM), for inactives: at the highest dose activity change, negative = inhibition, actives largely listed as inhibitors; AID 504467; further: potency means the concentration at half of the fitted maximal effect; on the % scale 0 is the no-effect control and ±100 the full control effect; nearly all actives have a fitted effect of over 55% in size
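Reporter activity after DNA damage by 5-fluorouridine is monitored. Compound-treated cells incubate 16 hr at 37 °C, then ONE-Glo is added for 30 min before luminescence reading.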
AT treatment = candidate therapy for ataxia-telangiectasia; Potency, µM (highest dose often 57.5 µM), for inactives: at the top dose activation, actives largely listed as activators; hit rate 0.19% among 320,000; […] A-T fibroblasts, KAP-1 phosphorylation AlphaLISA; neocarzinostatin DNA damage 30 min before lysis; further: potency means the concentration at half of the fitted maximal effect; % of control where 0% means no effect; nearly all actives have a fitted effect of over 45% in size
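hTERT-immortalized A-T patient fibroblasts ([…]), 500 cells/well in OPTI-MEM, 1% FBS, got compounds for 60 min, then NCS for 30 min at 37C. Lysates were then assayed for phospho-KAP-1 by AlphaLISA (anti-pKAP1 donor, anti-KAP1 acceptor beads), 6 hr at 25C.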
Mito fusion act = inhibitors of mitochondrial division or activators of mitochondrial fusion | S. cerevisiae fusion-defective mutant growth rescue, CellTiterGlo 48 h | Potency, µM (titrated, usually from 46.1 µM), without a hit: at the highest dose growth rescue (activation), most hits filed as activators | hit rate 0.23% among 320,000 | AID 485298;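 further: potency means the concentration at half of the fitted maximal effect; % of control where 0% means no effect; nearly all actives have a fitted effect of over 45% in size; temperature-sensitive fusion mutants such as fzo1-1 at 37 °C on non-fermentable ethanol glycerol medium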
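Temperature-sensitive fusion-defective S. cerevisiae (e.g. fzo1-1, mgm1-5) were grown with compound in YPEG medium (3% ethanol, 3% glycerol) for 48 hours at 37C. Growth rescue was measured as viability by CellTiterGlo luminescence after 10 minutes at ambient.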
BCR signal inh = blocks chronic active B-cell receptor signaling; AID 493014; hit rate 0.05% among 340,000; ABC-DLBCL IkBa-CBG/CBR reporter, luminescence ratio, 4 h; Potency, µM (top dose mostly 46.1 µM), without a hit: at the top dose ratio change, negative = lower green/red ratio, most hits filed as inhibitors; active means well fitted inhibition curve with a large enough effect in the signal ratio, with a control signal flat, not every such curve was filed as active; inconclusive means small, poorly fitted or top-dose-only effect, or effect the other way, or a change in a side signal; the % refers to the signal ratio;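 further: potency means the concentration at half of the fitted maximal effect; plate controls were basal doxycycline-induced cells for no effect and cells given 10 µM MG132 for full effect; MG132 reads +100%, hits lower the ratio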
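Concentration-response series (up to 46 uM) were applied to TMD8 dual-reporter cells for 4 h at 37C with doxycycline. Green/red ratio, after filter-overlap correction, defined %Activity; red signal alone was normalised to basal cells and zero luminescence.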
TCR activator = activators of T cell receptors; 330,000 tested, under 10 active; primary human leukocytes, anti-CD3, IL-2 HTRF, 48 h; Potency, µM (doses to about 9.22 µM), without a hit: top-dose activation of IL-2 secretion, usual class: activators; further: % of control where 0% means no effect
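HTRF read-out of IL-2 secretion: europium cryptate donor excited at 320nm, d2 acceptor emission at 665nm. Cells were primary human leukocytes incubated 48 hr with compounds and a-CD3 beads, supplying TCR signal only.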
S-ASM inh = inhibitors of human secretory acid sphingomyelinase; P17405; placental ASM, HMU-PC fluorogenic substrate, 60 min; Potency, µM (series often up to 57.5 µM), inactives show top-dose activity change, negative = inhibition, usual class: inhibitors; hit rate 0.006% among 340,000; AID 504937; further: potency means the concentration at half of the fitted maximal effect
Target sequence (P17405 47-631 limits assumed): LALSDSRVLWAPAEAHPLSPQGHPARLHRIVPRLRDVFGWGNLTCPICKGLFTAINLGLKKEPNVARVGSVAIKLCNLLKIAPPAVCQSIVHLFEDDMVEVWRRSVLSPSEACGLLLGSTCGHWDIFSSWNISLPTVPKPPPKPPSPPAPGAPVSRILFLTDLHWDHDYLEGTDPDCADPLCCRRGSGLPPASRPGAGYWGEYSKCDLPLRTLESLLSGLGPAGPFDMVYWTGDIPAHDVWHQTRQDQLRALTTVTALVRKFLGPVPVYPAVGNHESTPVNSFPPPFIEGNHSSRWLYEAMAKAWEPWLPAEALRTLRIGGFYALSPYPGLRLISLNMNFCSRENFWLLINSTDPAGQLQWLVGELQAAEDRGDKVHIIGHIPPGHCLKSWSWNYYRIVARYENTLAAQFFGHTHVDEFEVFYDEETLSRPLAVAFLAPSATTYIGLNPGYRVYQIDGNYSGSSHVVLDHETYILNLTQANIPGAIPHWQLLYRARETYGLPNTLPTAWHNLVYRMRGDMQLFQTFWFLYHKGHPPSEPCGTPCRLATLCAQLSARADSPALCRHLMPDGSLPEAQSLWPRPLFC
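Fluorescence read-out (Ex 386 nm, Em 447 nm) after stopping the reaction at pH 10. Enzyme: ASM from human placenta; substrate HMU-PC0, 9 uM final; 60 min, 37 °C. Compound preincubation 10 min, ambient temperature.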
TSG101-PTAP inh = blocks PTAP/TSG101 interaction to inhibit HIV-1 budding; AID 493005; 340,000 tested, under 10 active; Fluorescence polarization, FITC-PTAP peptide / Tsg101 binding; Potency, µM (doses to about 115 µM), inactives show at the top dose activity change, negative = inhibition, actives largely listed as inhibitors; active means well fitted inhibition curve with a large enough effect in the main read-out, with a control signal flat, not every such curve was filed as active; inconclusive means small, poorly fitted or top-dose-only effect, or effect the other way, or a change in a side signal; inactive means no such curve, though single readings can be large or run the other way; further: potency means the concentration at half of the fitted maximal effect; % of control where 0% means no effect
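Tsg101 binding domain (10 uM final) was mixed with compound and a FITC-labeled PTAP peptide (50 nM final) in HEPES pH 7.5 buffer with NaCl, Tween 20, EDTA and TCEP; fluorescence polarization was read after 20 min at r.t.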
An asterisk follows results filed as active; ? = inconclusive; . = no result given; & = joins results of further samples; [ ] = another dose, or the depositor's remark. Unless noted, the call rests on the fitted dose curve; in most records, active means well fitted curve in the direction sought with a large enough effect; inconclusive means small, poorly fitted or top-dose-only effect, or another doubt; inactive means no such curve, though single readings can be large; an effect the other way counts as inactive or inconclusive.

item	canonical_smiles	a7 integrin act	Eya2 phos inh	Tb PFK inh	TSHR antag	ELG1 DNA repair	AT treatment
1	COc1ccccc1CCN=C(N)NS(=O)(=O)c1ccc(F)cc1	-19%	-10%	0%	4	-13%	2%
2	O=C(CSc1ncnc2c1cnn2Cc1ccccc1)Nc1ccc2c(c1)OCCO2	-41%[inhibitor]	5%	?	-1	?	0%
3	CC1=C(C(=O)OC(C)C)C(c2ccsc2)NC(=O)N1C (stereo not given)	0%	2%	-3%	2	-13%	8%
4	O=C(CCc1ccccc1)Nc1cccnc1Cl	0%	11%	-3%	0	?	5%
5	O=C(CCC(=O)OCc1ccc(Cl)cc1)Nc1cccc([N+](=O)[O-])c1	-12%	0%	-7%	-4	-1%	1%
6	COC(=O)c1ccccc1NC(=O)c1cccs1	25%	-3%	-1%	-5	2%	-2%
7	c1ccc2[nH]c(-c3ccnc4ccccc34)nc2c1	-10%&0%	-3%&-1%	-2%&-2%	-8&1	?	2%
8	CCc1ccc(NC(=O)N(Cc2cccnc2)Cc2ccco2)cc1	17%[7.66 µM]	-2%	-10%	17	10%	6%
9	CC(C)(C)NCCCOc1ccc(Cl)cc1C(C)(C)C	.	-25%	3%	7	?	19%
10	NC(=O)CSc1nnc(Cn2c(=O)sc3ccccc32)n1-c1cccc(Cl)c1	-4%	11%	3%	2	-2%	3%
11	CCC(C)C(NC(N)=O)C(=O)Nc1ccc(S(=O)(=O)Nc2ccc(OC)cc2)cc1 (stereo not given)	-3%	1%	0%	3	3%	0%
12	O=c1oc2ccccc2n1CCn1c2ccccc2c2nc3ccccc3nc21	9%	20%	0%	21	?	4%

item	Mito fusion act	BCR signal inh	TCR activator	S-ASM inh	TSG101-PTAP inh
1	-2%	3%	-4%	4%	0%
2	-3%	?	-3%	-2%	-2%
3	3%	-3%	9%[46.1 µM]	0%	-11%
4	1%	?	-1%	2%	0%
5	1%	?	3%	-14%	-4%
6	2%	?	-2%	-2%	-14%
7	3%&1%	?	-34%&1%	80%&2%[activator]	-3%&-8%
8	1%	?	6%	1%	1%
9	0%	1%	-5%[46.1 µM]	.	.
10	-1%	-4%	0%	6%	-12%
11	-9%	-17%	0%	-3%	-1%
12	3%	?	-3%	17%	-5%

Results in S-ASM inh, for some of the entries so far:
item | compound | S-ASM inh
2 | O=C(CSc1ncnc2c1cnn2Cc1ccccc1)Nc1ccc2c(c1)OCCO2 | -2%
11 | CCC(C)C(NC(N)=O)C(=O)Nc1ccc(S(=O)(=O)Nc2ccc(OC)cc2)cc1 (stereo not given) | -3%
4 | O=C(CCc1ccccc1)Nc1cccnc1Cl | 2%
6 | COC(=O)c1ccccc1NC(=O)c1cccs1 | -2%

Remaining list, next part:
item	canonical_smiles	a7 integrin act	Eya2 phos inh	Tb PFK inh	TSHR antag	ELG1 DNA repair	AT treatment
13	Cc1sc(N)c(C(=O)c2ccccc2Cl)c1C	-22%	0%	-14%	-12	-4%	-4%
14	Cc1cc(N/N=C/c2ccccc2F)nc(NCc2ccccc2)n1	-28%	?	-7%	-8	0%	-27%
15	CC1CCCCC1NC(=O)C1CCN(S(=O)(=O)c2ccc3c(c2)CCC(=O)N3)CC1 (stereo not given)	2%	7%	-2%	10	7%	-1%
16	Cc1ccc(NC(=O)c2ccc(N3C(=O)C4CC=C(Cl)CC4C3=O)cc2)cc1 (stereo not given)	-18%	-1%	2%	-5	6%	0%
17	CN=C1SC(C(=O)Nc2ccccc2Cl)CC(=O)N1c1ccc(OC(F)(F)Cl)cc1 (stereo not given)	?	-1%	0%	-8	-7%	2%
18	CCOc1ccc(NC(=O)CCNC(=O)Cn2ccc3ccccc3c2=O)cc1	-21%	4%	-2%	8	9%	5%
19	O=C(NCC1(c2ccccc2)CCCC1)C(=O)NCC1(c2ccccc2)CCCC1	30%	-9%	-5%	-7	2%	.
20	CC1CCCCN1S(=O)(=O)c1ccc2c(c1)CCN2C(=O)C1CC1 (stereo not given)	3%	-11%	-2%	8	2%	8%
21	O=C(CN1C(=O)CCS(=O)(=O)c2ccccc21)NCCc1ccccc1	-1%	11%	-2%	-3	11%	-6%
22	N#Cc1ccc(NC(=O)COC(=O)c2cccnc2Cl)cc1	3%	13%	4%	.	10%	?
23	O=C(CSc1nnnn1-c1ccc(F)cc1)NNC(=O)c1ccco1	12%	-22%	0%	-3	-6%	-8%
24	N#CCCN(C(=O)CSc1ncccn1)c1ccc2c(c1)OCCO2	8%	10%	-5%	-1	1%	-9%

item	Mito fusion act	BCR signal inh	TCR activator	S-ASM inh	TSG101-PTAP inh
13	5%	-4%	2%	0%	-2%
14	-11%	10%	-3%	-3%	2%
15	-2%	-8%	1%	-2%	-2%
16	1%	?	2%	-6%	-4%
17	2%	-11%	2%	-5%	-1%
18	10%	-8%	-1%	-1%	-5%
19	-4%	0%	0%[46.1 µM]	4%	-1%
20	2%	1%	6%	3%	6%
21	5%	6%	4%	6%	-5%
22	.	1%	-2%	0%	0%
23	-2%	?	3%	-1%	0%
24	-2%	-6%	-2%	1%	0%

Next part
item	canonical_smiles	a7 integrin act	Eya2 phos inh	Tb PFK inh	TSHR antag	ELG1 DNA repair	AT treatment
25	Cc1ccc(OCCOCCN2CCN(C)CC2)c([N+](=O)[O-])c1	8%	-6%	-5%	3	13%	2%
26	COc1ccc(OCC(=O)Nc2cccc3ncccc23)cc1	16%	6%	-2%	10	-11%	-1%
27	CCOC(=O)C(C(=O)OCC)C(Nc1ccccc1)c1ccccc1 (stereo not given)	-14%	-3%	0%	27	3%	-1%
28	O=C(N/N=C/c1ccccn1)c1ccc(S(=O)(=O)N2CCCCCC2)cc1	-10%	4%	-2%	3	?	-1%
29	CN(CC(=O)Nc1cccc(F)c1)C(=O)Cn1c(=O)oc2ccccc21	20%	-23%	-3%	-2	23%	11%
30	O=C(CCc1nc2ccccc2c(=O)[nH]1)Nc1ccccc1N1CCCC1	5%	-4%	-3%	-5	1%	2%
31	CC(=O)c1ccc(OCCCC(=O)Nc2cc(S(=O)(=O)N(C)C)ccc2C)cc1	-3%	2%	-2%	5	-5%	8%
32	Cc1cccc(C)c1N1CC(=O)N(c2c(C)cccc2C)CC1=O	-19%	11%	0%	-2	2%	2%
33	Cc1c(-c2ccco2)[n+](=O)c2c(n1[O-])CCC2	3%	11%	3%	5	-4%	?
34	COc1ccc2oc(C(=O)OCC(=O)NCCN3C(=O)CSC3=O)c(C)c2c1	0%	0%	-2%	8	?	0%
35	CCCCCCNC(=O)c1c(O)c2ccccc2[nH]c1=O	22%	-4%	1%	5	?	24%

item	Mito fusion act	BCR signal inh	TCR activator	S-ASM inh	TSG101-PTAP inh
25	1%	9%	.	-1%	-1%
26	-1%	?	5%	0%	-1%
27	-1%	?	-7%[46.1 µM]	3%	-4%
28	-3%	?	-10%	-3%	-5%
29	-1%	-17%	1%	5%	-2%
30	0%	7%	1%	0%	-1%
31	0%	-4%	2%	-1%	-6%
32	2%	0%	-6%	5%	-7%
33	1%	0%	-6%	2%	-8%
34	-4%	7%	-2%[46.1 µM]	1%	-2%
35	3%	-1%	-1%	2%	-2%

An excerpt from above in order of count of non-hydrogen atoms, smallest number first.
item	canonical_smiles	a7 integrin act	Eya2 phos inh	Tb PFK inh	TSHR antag	ELG1 DNA repair	AT treatment
33	Cc1c(-c2ccco2)[n+](=O)c2c(n1[O-])CCC2	3%	11%	3%	5	-4%	?
29	CN(CC(=O)Nc1cccc(F)c1)C(=O)Cn1c(=O)oc2ccccc21	20%	-23%	-3%	-2	23%	11%
30	O=C(CCc1nc2ccccc2c(=O)[nH]1)Nc1ccccc1N1CCCC1	5%	-4%	-3%	-5	1%	2%

item	Mito fusion act	BCR signal inh	TCR activator	S-ASM inh	TSG101-PTAP inh
33	1%	0%	-6%	2%	-8%
29	-1%	-17%	1%	5%	-2%
30	0%	7%	1%	0%	-1%

Screens as filed in PubChem.
